Screens: PubChem, several laboratories
PAD4 FP inh: blocks human protein arginine deiminase 4; inhibition, % at 6.36 µM; recombinant PAD4, RCA probe fluorescence polarization; actives 0.41% (n = 330,000);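 active means percent inhibition above a cutoff equal to the mean of all tested compounds plus 3 SD, cut at about 15% in these data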;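 further: 0% = PAD4 with RCA probe and DMSO and 100% = probe without PAD4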
Fam108B counter: Fam108B inhibition, counter-screen for RBBP9 inhibitors. actives 0.33% (n = 300,000). recombinant Fam108B, FP-Rh probe fluorescence polarization. AID 1947. inhibition, % at 9.51 µM;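 active means inhibition above the screen mean inhibition plus 3 SD, computed separately per campaign, cut at about 18% in these data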;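 further: inhibitors lower polarization as less probe binds the enzyme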
GLD-1 RNA inh: GLD-1-TGE RNA interaction inhibition (C. elegans); actives 0.44% (n = 320,000); Q17339; inhibition, % at 5.96 µM; purified GLD-1 + fluorescein TGE RNA, fluorescence polarization;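 active means percent inhibition above a per-plate cutoff, the plate mean of test compounds plus 3 SD, cut at about 30% in these data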;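 further: 0% = DMSO wells with GLD-1 and probe and 100% = wells lacking GLD-1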
MCL1-BIM inh: disrupts human MCL1 binding to BIM-BH3 peptide; GST-MCL1 / FITC-Bim-BH3 fluorescence polarization; actives 0.68% (n = 320,000); Q07820; AID 2057; inhibition, % at 10.9 µM;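 active means inhibition above the mean inhibition of all tested compounds plus 3 SD, set per campaign, cut at about 40% in these data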;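 further: 0% = DMSO wells and 100% = unlabeled Bim-BH3 peptide control; higher means more loss of mP so more displacement of Bim peptide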
Target sequence (Q07820 whole entry, looked up): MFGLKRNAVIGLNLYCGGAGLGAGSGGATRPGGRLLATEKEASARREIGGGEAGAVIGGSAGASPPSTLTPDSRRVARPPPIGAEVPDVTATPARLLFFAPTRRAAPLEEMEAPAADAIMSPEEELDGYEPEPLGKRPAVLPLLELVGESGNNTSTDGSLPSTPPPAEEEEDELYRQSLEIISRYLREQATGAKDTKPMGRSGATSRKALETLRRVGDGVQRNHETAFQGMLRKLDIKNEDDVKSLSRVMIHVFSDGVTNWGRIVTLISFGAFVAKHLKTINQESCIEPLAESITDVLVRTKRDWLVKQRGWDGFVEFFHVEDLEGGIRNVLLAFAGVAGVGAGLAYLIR
BCLXL inh: inhibitors of human Bcl-xL. inhibition, % at 10.9 µM. GST-Bcl-xL / FITC-Bim BH3 peptide fluorescence polarization. actives 0.7% (n = 320,000);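 active means inhibition above the mean of all tested compounds plus 3 SD, cutoff set per campaign, cut at about 30% in these data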;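 further: 0% = DMSO wells and 100% = unlabeled Bim-BH3 peptide competitor; inhibitors lower millipolarization by displacing the labeled peptide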
Target sequence (Q07817 whole entry, looked up): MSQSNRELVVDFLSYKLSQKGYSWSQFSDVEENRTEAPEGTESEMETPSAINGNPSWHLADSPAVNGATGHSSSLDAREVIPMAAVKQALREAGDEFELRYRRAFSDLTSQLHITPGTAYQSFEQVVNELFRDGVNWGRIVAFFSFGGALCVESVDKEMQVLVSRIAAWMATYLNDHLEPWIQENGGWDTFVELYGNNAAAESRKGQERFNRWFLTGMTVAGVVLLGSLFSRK
TPT1 inh: inhibitors of Candida albicans tRNA 2'-phosphotransferase TPT1; actives 0.81% (n = 300,000); AID 1962; inhibition, % at 5 µM; recombinant caTPT1, FP RNA substrate dephosphorylation;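 active means inhibition above the mean of all tested compounds plus 3 SD, set per screening campaign, cut at about 24% in these data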;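 further: plate controls were DMSO alone for no effect and ferristatin control at 100 nM for full effect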
PME-1 inh: PME-1 (human) inhibition; Q9Y570; recombinant PME-1, FP-Rh probe fluorescence polarization; inhibition, % at 5.9 µM; actives 0.53% (n = 320,000);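 active means inhibition above the campaign mean of all compounds plus 3 SD, cut at about 26% in these data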;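 further: competitive labeling of PME-1 active site by serine hydrolase directed probe; 0% = PME-1 with DMSO and 100% = wells lacking PME-1 enzyme; inhibitors block probe labeling so polarization falls and inhibition rises; many of its hits are not listed in these tables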
Target sequence (Q9Y570 whole entry, looked up): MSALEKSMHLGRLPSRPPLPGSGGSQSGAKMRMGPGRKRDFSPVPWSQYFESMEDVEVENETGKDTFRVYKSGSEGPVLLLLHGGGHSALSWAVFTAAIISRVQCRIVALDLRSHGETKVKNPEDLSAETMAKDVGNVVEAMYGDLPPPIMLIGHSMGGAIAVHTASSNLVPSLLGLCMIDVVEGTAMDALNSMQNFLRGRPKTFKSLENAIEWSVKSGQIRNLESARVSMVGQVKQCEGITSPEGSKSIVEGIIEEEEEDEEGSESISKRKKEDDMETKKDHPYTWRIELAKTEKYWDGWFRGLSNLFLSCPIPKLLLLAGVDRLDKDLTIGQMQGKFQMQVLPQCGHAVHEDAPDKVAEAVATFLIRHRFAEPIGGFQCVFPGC
GSTO1 inh: counter-screen for RBBP9 inhibitors: inhibitors of human GSTO1. AID 1974. P78417. inhibition, % at 5.96 µM. recombinant GSTO1, activity-based probe fluorescence polarization. actives 1.1% (n = 300,000);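 active means inhibition above the campaign mean inhibition plus 3 SD, cut at about 35% in these data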;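 further: 0% = GSTO1-1 with DMSO and 100% = wells lacking GSTO1-1 enzyme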
MEX-5 binding: C. elegans MEX-5 TCR-2 RNA binding activity | Q9XUB2 | MEX-5/FITC-TCR2 RNA binding, fluorescence polarization; active compounds read low | activity score (negative = inhibition of binding), % at 10 µM | actives 0.38% (n = 300,000) | AID 1832;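 active means inhibition past about -25% in most replicates, and total fluorescence under double the plate's negative control median, limit read from the data; inconclusive means replicates evenly split on the limit, or fluorescence at least double controls; inactive means too little inhibition in most replicates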;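 further: 0% = DMSO and -100% = 5 µM competing unlabeled TCR2 RNA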
Starred values were filed as active, the others as inactive; ? = inconclusive; · = no result given. An excerpt. The share of hits here may be higher or lower than overall.

SMILES	PAD4 FP inh	Fam108B counter	GLD-1 RNA inh	MCL1-BIM inh	BCLXL inh	TPT1 inh	PME-1 inh	GSTO1 inh	MEX-5 binding
CN1CCN(C(=O)N2c3ccccc3CCc3ccccc32)CC1	-4	4	-2	5	8	-7	2	2	1.0
COc1ccccc1OCCOCCOc1ccc(C)cc1Br	0	5	2	5	2	-3	0	0	-0.2
O=C(Nc1cccc(CNCCc2c[nH]c3ccccc23)c1)c1ccccc1Cl	3	-4	-1	-3	1	0	-1	4	-3.7
Clc1ccc(OCc2nn3c(-c4ccccc4)nnc3s2)c(Cl)c1	-4	-2	6	-1	3	0	-3	2	0.8
O=C(CNC(=O)c1ccc(Br)o1)NCC1CCCO1 (configuration not stated)	0	3	0	9	3	0	-1	3	2.0
COc1ccc(C(=O)NCC(=O)OC2CCCCC2=O)cc1 (configuration not stated)	3	-3	10	5	5	-1	-1	-1	1.9
COc1ccc(OC)c(S(=O)(=O)NCc2csc(-c3ccccc3)n2)c1	0	2	4	1	3	0	5	3	-1.9
COc1cccc(/C=N/N=C(\N)c2nonc2N)c1O	0	-4	-4	6	10	4	-3	15	-3.2
COC(=O)CN(Cc1ccccc1)S(=O)(=O)c1ccc(OC)c(OC)c1	-4	0	-3	-9	2	-2	8	7	1.0
O=S(=O)(c1ccccc1)N1CCN(c2nnc(-c3ccccc3)c3ccccc23)CC1	-5	3	-5	9	12	-4	3	2	1.1
Cc1cc(C(=O)CN2CCCC(C)C2)c(C)n1-c1ccc(F)cc1 (configuration not stated)	1	-3	-1	-5	3	-3	-2	-4	0.5
CCCC(C)NC(=O)COc1ccc(S(=O)(=O)N2CCCC2)cc1 (configuration not stated)	0	-4	-4	-2	-1	-3	4	2	-4.0
O=C(O)c1ccc(NS(=O)(=O)c2cccc3nsnc23)cc1	0	-2	1	-2	1	0	1	-1	1.9
Cc1ccccc1OCCC(=O)OCC(=O)N1CCN(S(=O)(=O)c2ccc(Cl)cc2)CC1	2	-2	-8	-3	4	-1	12	1	1.8
N/C(=N\OC(=O)COc1ccc(Br)cc1Cl)c1ccccn1	1	1	3	2	3	1	0	2	-1.4
O=C(Cn1cnc2c(nnn2Cc2ccccc2)c1=O)NCC1CCCO1 (configuration not stated)	5	1	4	11	5	-2	-2	6	0.9
c1coc(-c2nc3ccccc3nc2-c2ccco2)c1	7	15	10	60*	34*	3	8	62*	?
O=C(COC(=O)CC1CCCCC1)Nc1c(Cl)cccc1Cl	-5	·	0	-5	-5	·	14	·	·
CCOc1ccc(CC2CC(=O)NC2=O)cc1 (configuration not stated)	6	-2	-3	3	2	-1	0	-2	-0.6
O=C(NC1CCCCCCC1)c1ccccc1O	0	-1	7	2	2	1	-2	-2	-0.7
CC(C)(C)NC(=O)CN(C(=O)CNS(=O)(=O)c1ccc(Cl)cc1)c1ccc2c(c1)OCCO2	0	2	10	4	5	-2	-4	6	1.9
Cc1ccc(NS(=O)(=O)Cc2ccccc2)nc1	-3	1	5	7	3	-1	-2	5	0.8
CCN1C(=O)NC2=C(C(=O)c3ccccc32)C1c1ccccc1F (configuration not stated)	-1	-5	3	-3	2	3	-3	6	0.9
CCOC(=O)N1CCN(C(=O)CSc2ccc(C(F)(F)F)cc2[N+](=O)[O-])CC1	-1	-2	-4	5	8	-2	0	6	2.5
COc1cc(C(=O)N/N=C(\Cc2ncc[nH]2)c2ccccc2)cc(OC)c1OC	-6	0	3	10	1	-2	2	3	·

Entries of single compounds, quoted from the list. Order of screens: PAD4 FP inh	Fam108B counter	GLD-1 RNA inh	MCL1-BIM inh	BCLXL inh	TPT1 inh	PME-1 inh	GSTO1 inh	MEX-5 binding
`O=C(Nc1cccc(CNCCc2c[nH]c3ccccc23)c1)c1ccccc1Cl` across the screens: 3	-4	-1	-3	1	0	-1	4	-3.7
`COc1cc(C(=O)N/N=C(\Cc2ncc[nH]2)c2ccccc2)cc(OC)c1OC` across the screens: -6	0	3	10	1	-2	2	3	·
`c1coc(-c2nc3ccccc3nc2-c2ccco2)c1` across the screens: 7	15	10	60*	34*	3	8	62*	?

Other compounds follow:
SMILES	PAD4 FP inh	Fam108B counter	GLD-1 RNA inh	MCL1-BIM inh	BCLXL inh	TPT1 inh	PME-1 inh	GSTO1 inh	MEX-5 binding
COc1ccc2c(C)cc(N3CCN(Cc4ccccc4)CC3)nc2c1	-3	-4	-2	-16	-2	1	2	15	4.1
Cc1cc(C)n2nc(C)c(-c3ccc(Cl)cc3)c2n1	-3	-1	-1	6	-1	2	6	-2	0.2
CCOC(=O)N1CCN(S(=O)(=O)c2ccc3[nH]cc(C(=O)O)c(=O)c3c2)CC1	-3	-1	-1	7	5	3	1	7	6.6
CN(c1cccc(NC(=O)c2ccc(N(C)S(=O)(=O)c3ccccc3)cc2)c1)S(C)(=O)=O	-5	-1	-2	3	4	0	-2	-2	-0.2
O=C(COC(=O)c1cccnc1)c1ccc(Cl)cc1	0	0	6	-5	1	3	-3	21	3.3
COc1cc2cc(CN(CCCO)S(=O)(=O)c3ccccc3Cl)c(=O)[nH]c2cc1OC	1	0	2	2	6	-2	-9	8	1.4
Cc1cc(C)cc(NC(=O)Nc2ccc(S(=O)(=O)Nc3cc(C)on3)cc2)c1	1	1	2	-5	4	-6	-7	-15	-0.8
CCC(C)NC(=O)C1CCN(S(=O)(=O)c2cccc3cccnc23)CC1 (configuration not stated)	1	-3	0	-2	4	3	-3	9	2.3
CCC(C)Sc1ccc(-c2nc3ccc(C)cn3c2NCc2ccccc2)cc1OC (configuration not stated)	2	12	8	15	11	-4	11	3	0.3
FC(F)(F)c1cccc(N2CCN(c3ccc4nnc(-c5ccccc5)n4n3)CC2)c1	-4	-2	-3	5	2	-4	0	1	-2.2
O=C(CN1C(=O)NC2(CCc3ccccc32)C1=O)c1ccccc1 (configuration not stated)	0	0	2	6	4	2	3	-4	-1.6
COc1cc(C(C(=O)NC2CCCCC2)N(C(=O)Cc2c[nH]c3ccccc23)c2ccccc2C)cc(OC)c1OC (configuration not stated)	-1	-2	8	7	3	2	4	-2	0.9
COc1ccc(Cl)cc1NC(=O)CSc1nc(-c2ccccc2)cc(=O)[nH]1	0	-5	4	15	-1	1	-3	-52	-5.6
COCc1c(C(=O)NCC2COc3ccccc3O2)oc2ccccc12 (configuration not stated)	0	·	2	0	5	·	0	·	·
CC(C)c1cc(C(=O)Nc2cccc(C(F)(F)F)c2)no1	-3	-2	2	0	6	-1	3	-3	1.0
O=C(Cn1nnc2ccccc2c1=O)Nc1cccc(S(=O)(=O)N2CCOCC2)c1	1	-9	1	4	1	-1	-3	13	-2.2
COc1cccc(-n2c(=O)[nH]cc(C(=O)Nc3ccc4c(c3)OCCO4)c2=O)c1	0	2	2	4	8	-5	3	7	-3.6
CSCCC(NC(=O)c1ccccc1Cl)C(=O)NC1CCN(Cc2ccccc2)CC1 (configuration not stated)	-3	-3	-5	2	-1	5	-3	1	3.8
Cc1cccc(NC(=O)c2cc(NC(=O)c3ccccc3)ccc2N2CCCCC2)c1	-6	0	5	3	-1	-2	-4	-9	0.3
CCOC(=O)C1CCN(S(=O)(=O)c2cccc(-c3cn4cc(Cl)ccc4n3)c2)CC1	11	2	-5	0	7	-1	-1	-1	3.4
COc1ccc(CN(C(=O)c2ccc(CN3CCOCC3)o2)C(C(=O)NCC2CCCO2)c2ccc(F)cc2)cc1 (configuration not stated)	-1	1	0	-3	-2	-3	-3	4	0.4
CC(O)CNCc1ccc(-c2ccccc2)cc1 (configuration not stated)	1	5	1	3	6	0	1	5	1.5
Brc1ccc(C2CC(c3ccccc3)=Nc3ccccc3N2)cc1 (configuration not stated)	-5	0	0	-1	9	11	-6	0	3.2
CCCCN1C(=O)C(=O)N(c2ccccc2)C1=S	1	2	4	-2	-4	3	6	0	-3.7
COc1cc(Cl)c(C)cc1NC(=O)CSc1sc2c(O)cc(=O)[nH]c2c1C#N	-2	0	0	43*	12	8	-23	17	0.9

Remaining list, next part:
SMILES	PAD4 FP inh	Fam108B counter	GLD-1 RNA inh	MCL1-BIM inh	BCLXL inh	TPT1 inh	PME-1 inh	GSTO1 inh	MEX-5 binding
Cc1ccc2[nH]c3c(c2c1)CN(C(=O)CN1CC(C)OC(C)C1)CC3 (configuration not stated)	-10	-4	-1	62*	61*	-17	-3	3	·
O=C(c1ccc(Cn2cc(Br)cn2)cc1)N1CCN(c2ccccc2)CC1	2	-1	-1	10	4	-2	4	2	-1.4
N#CCCCSc1nnc(-c2ccccn2)o1	-1	0	4	0	3	-4	-7	2	-3.0
NS(=O)(=O)c1ccc(NS(=O)(=O)c2cccs2)cc1	-4	-8	1	3	7	0	2	-1	-3.2
COc1cc2c(cc1OC)C(c1cccs1)N(C(=O)c1cccnc1)CC2 (configuration not stated)	2	-3	-4	5	3	2	3	-3	1.2
O=C(O)CC1S/C(=N\N=C2CCCCCC2)N(c2ccccc2)C1=O (configuration not stated)	-4	1	2	9	1	-1	5	3	0.1
CCN1CCN(S(=O)(=O)c2ccc(Cl)c(C(=O)NC(C)(C)C)c2)CC1	-3	1	-2	-4	-7	1	0	9	0.4
Cc1ccc(S(=O)(=O)N=S(CC2CC2(Cl)Cl)CC2CC2(Cl)Cl)cc1 (configuration not stated)	0	1	3	12	2	-2	-2	0	0.3
Cc1cccc(Cc2cnc(N3C(=N)SC(C)C3=O)s2)c1 (configuration not stated)	-1	1	-5	6	1	-2	3	0	-5.2
Cc1cc(=O)n2nc(N3CCCC(C(=O)NCc4ccccc4Cl)C3)sc2n1 (configuration not stated)	-1	4	1	4	5	-2	5	-3	·
CSc1ccc(/C=C(/NC(=O)c2ccc(C)cc2)C(=O)Nc2cccc(F)c2)cc1	2	1	6	7	5	-5	0	9	0.0
O=C1NCCN/C1=C\C(=O)c1cccc(Br)c1	0	2	-3	5	3	-1	3	-15	-2.6
COc1ccc(/C=N/n2cnnc2)cc1Br	4	-4	-4	-2	2	0	-2	2	1.3
CCCCOc1ccc(-c2ncc(Cl)cn2)cc1	-5	-1	1	8	-1	-2	3	3	1.0
O=C(NC1CCCCC1)C1CCCN1S(=O)(=O)c1cccc2nsnc12 (configuration not stated)	-4	-3	-1	1	6	1	10	2	-1.0
Cc1cc(S(=O)(=O)NCc2ccccc2)ccc1OCC(=O)N1CCOCC1	4	-1	6	-1	-4	-1	-1	-9	-0.1
O=C(NCCc1ccccc1)c1ccc(S(=O)(=O)N2CCCC2)cc1	-3	·	4	-17	-13	·	7	·	·
O=c1cc(-c2ccccc2)nc(SCc2ccc(Cl)cc2)[nH]1	3	-5	5	4	3	0	0	-1	-0.4
CC(C)S(=O)(=O)c1nsc2nc(=O)c(/C=C3\C=Nc4ccccc43)c(N)n12	-8	3	2	10	5	2	1	-23	13
COc1c(Cl)cc(Cl)cc1CNCCO	0	-2	8	5	2	-4	3	6	0.0
O=C(COc1ccc(S(=O)(=O)NCc2ccccc2)cc1Cl)NCC1CCCO1 (configuration not stated)	4	-1	-1	1	1	-3	2	-2	-4.8
CCOc1cc(C(=O)OCC(=O)c2c[nH]c3ccccc23)ccc1OCC(=O)N1CCOCC1	0	1	-1	-3	1	-1	-1	-5	-4.5
CCOC(=O)C1(Cc2cccc(OC)c2)CCN(Cc2cccc(O)c2)CC1	-3	1	8	1	4	1	1	3	1.5
CCOc1ccc(-c2c(=O)n(OCc3ccccn3)c3ccccc3[n+]2[O-])cc1	-1	0	7	0	7	1	-2	5	-1.6
CCNC(=S)N/N=C(\C)c1ccc(N2CCOCC2)cc1	2	-3	0	0	-1	7	3	2	-0.2
